FBW7 act = human FBW7 E3 ligase activation, primary screen; 650,000 tested, 0.13% active; AlphaScreen FBW7–phospho-cyclin E peptide binding, activator screen; Q969H0; normalized activity (activation), % at 26.1 µM; in the data active means normalized activity above about 1.9%;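 further: purified mutant Fbw7 with reduced substrate affinity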
GPR151 activ = activates the human receptor GPR151; Q8TDV0; PathHunter beta-arrestin GPR151 cells, luminescence; activation, % at 11.2 µM; 650,000 tested, 1% active; AID 1508602; in the data active means activation above about 4.9%;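 further: 0% = median of compound wells and 100% = cells with positive control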
Target sequence (Q8TDV0 whole entry, looked up): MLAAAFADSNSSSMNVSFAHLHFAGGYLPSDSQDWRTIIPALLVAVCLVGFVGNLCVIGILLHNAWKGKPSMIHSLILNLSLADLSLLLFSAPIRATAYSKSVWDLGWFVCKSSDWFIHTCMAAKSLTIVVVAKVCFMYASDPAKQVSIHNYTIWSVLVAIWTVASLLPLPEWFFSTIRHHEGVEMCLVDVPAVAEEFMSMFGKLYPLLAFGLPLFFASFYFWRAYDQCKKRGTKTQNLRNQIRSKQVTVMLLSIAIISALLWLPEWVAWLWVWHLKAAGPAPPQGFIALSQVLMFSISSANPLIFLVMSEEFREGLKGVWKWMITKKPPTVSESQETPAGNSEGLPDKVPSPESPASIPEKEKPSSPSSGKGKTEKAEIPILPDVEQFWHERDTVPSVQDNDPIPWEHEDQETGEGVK
TEAD-YAP block = TEAD-YAP interaction inhibition | HEK-TIYL cells, TEAD-Gal4/YAP UAS-luciferase luminescence | inhibition, % at 9.12 µM | 640,000 tested, 1.4% active; in the data active means inhibition above about 32%;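 further: 0% = median of test compound wells and 100% = reference inhibitor wells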
MITF inh = inhibitors of human MITF. 650,000 tested, 0.91% active. O75030. inhibition, % at 2.6 µM. AlphaScreen MITF homodimerization, bead proximity signal; in the data active means inhibition above about 50%;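 further: 0% = vehicle wells with protein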
Target sequence (O75030 whole entry, looked up): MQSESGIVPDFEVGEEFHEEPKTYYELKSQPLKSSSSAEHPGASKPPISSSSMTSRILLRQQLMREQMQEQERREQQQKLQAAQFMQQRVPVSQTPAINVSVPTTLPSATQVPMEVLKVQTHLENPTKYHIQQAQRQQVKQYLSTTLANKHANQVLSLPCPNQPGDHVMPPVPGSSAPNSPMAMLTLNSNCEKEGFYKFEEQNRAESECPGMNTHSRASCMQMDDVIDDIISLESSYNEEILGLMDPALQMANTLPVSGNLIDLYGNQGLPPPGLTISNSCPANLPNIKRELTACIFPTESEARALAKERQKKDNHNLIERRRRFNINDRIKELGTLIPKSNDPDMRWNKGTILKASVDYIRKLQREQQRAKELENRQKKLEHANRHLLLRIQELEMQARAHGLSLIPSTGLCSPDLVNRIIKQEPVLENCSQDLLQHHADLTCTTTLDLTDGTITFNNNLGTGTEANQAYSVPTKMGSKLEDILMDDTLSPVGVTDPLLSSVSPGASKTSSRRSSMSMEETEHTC
* marks the source's active call; other numbers are inactive results.

Molecule,FBW7 act,GPR151 activ,TEAD-YAP block,MITF inh
COc1ccc(C2=N/C(=C\c3ccc(Br)cc3)C(=O)O2)cc1,-0.1,0.8,1,11
Cc1ccccc1N(CCN(C(=O)c1ccco1)c1ccccc1C)C(=O)c1ccco1,0.0,-0.2,14,1
COc1ccc(-c2cc3nccc(C4CCCNC4)n3n2)cc1 (stereo not given),0.1,0.0,30,22
O=C(NCCc1ccccc1)C1CCC(=O)N1C1CCCCC1 (stereo not given),0.3,-0.5,-3,6
Cc1ccc(Nc2nnc(SCc3nc4cc(C(=O)O)ccc4c(=O)[nH]3)s2)cc1,0.1,1.1,3,3
O=C(NCc1ccccc1)c1cnc(N2CCOCC2)s1,-0.2,0.5,1,-7
CCn1cc(/C=C(\NC(=O)c2ccc(OC)c(OC)c2)C(=O)NCCO)c2ccccc21,-0.1,-0.2,-7,-11
CCCOc1ccccc1C1C(C(=O)OC)=C(C)NC2=C1C(=O)CC(c1ccc3c(c1)OCO3)C2 (stereo not given),0.3,0.3,1,15
COc1ccc(CN2CCN(C3CCCC3)CC2CCO)cc1C (stereo not given),-0.1,-1.3,3,-2
Cc1cc(C)c(C(=O)CSc2n[nH]c(=O)n2C2CC2)cc1C,0.1,-0.3,8,6
COCCNC(=O)Cn1cc(/C=C(\C#N)C(N)=O)c2ccccc21,0.1,0.9,6,-2
Cc1cc(C(C)(C)C)cc(S(=O)(=O)N(C)C)c1C,0.1,1.1,-2,11
CC(=O)Nc1ccc(S(=O)(=O)Nc2ccc(F)c(F)c2)cc1,0.0,0.2,9,4
CS(=O)(=O)N1N=C(c2ccccc2)CC1c1ccccc1 (stereo not given),0.0,-1.1,-12,2
O=C(Nc1c2c(nn1-c1ccc(Cl)cc1)CS(=O)(=O)C2)c1ccco1,0.0,-1.6,1,8
COc1ccc(C(=O)CSc2nc(-c3ccccc3)cn2-c2ccc(OC)cc2)cc1,-0.1,-0.4,-9,-9
O=C(OC1COC(c2ccc(Br)cc2)OC1)c1ccc(Br)cc1 (stereo not given),-0.2,0.0,-10,7
COc1cc2c(cc1OC)C(COc1ccccc1OC)N(C(=S)Nc1ccc(C)cc1)CC2 (stereo not given),-0.1,-0.7,-9,7
COc1ccccc1CNC(=O)c1cc2cnccc2nc1C(F)(F)F,-0.1,4.3,3,-6
CCOP(=O)(OCC)C1=C(O)CN(Cc2ccc(Cl)cc2)C1=N,-0.2,0.0,-7,3
CC1=C(C(=O)Nc2ccccc2)C(c2ccccc2Cl)C(C#N)=C(SCc2ccccc2Cl)N1 (stereo not given),0.1,0.0,-2,-7
Cc1ccc2nc(NCc3ccccn3)c3nncn3c2c1,0.0,-0.7,-10,7
Cc1ccccc1N1CCN(C(=O)CSc2ccc3nnc(C)n3n2)CC1,0.2,-0.5,-15,-2
O=C(NCc1ccccn1)C(=O)NCc1ccccn1,0.1,1.8,-7,33
CCOc1ccc(C2=CC(c3ccccc3C)c3ccccc3O2)cc1 (stereo not given),0.0,0.2,-1,-2
O=C1CCC(=O)N1OCCOc1cccc(Oc2ccccc2)c1,0.8,-1.7,4,16
CCC(CC)CN1CCc2nnc(CNC(=O)C3CCC(=O)N3)n2CC1 (stereo not given),0.0,0.4,0,78*
Clc1ccccc1CSc1ncn[nH]1,0.0,2.4,3,-10
O=C(Nc1ccc(Cl)cc1Cl)c1cc(F)ccc1[N+](=O)[O-],0.3,-1.8,76*,4
COc1ccc(C(=O)N2CCN(c3cccc(Cl)c3)CC2)c(OC)c1,0.0,2.3,12,-5
Cc1sc2c(c1C)CSC(C(=O)NCCc1ccccc1)=C2,-0.2,0.2,-53,-4
O=c1oc2c(-c3cccc(Cl)c3)cc(O)cc2s1,0.2,2.0,10,-1
CN1CCN(c2ccc([N+](=O)[O-])cc2S(=O)(=O)N2CCN(C)CC2)CC1,0.0,0.4,-2,-5
O=C(CSc1ncnc2nc(N3CCc4ccccc4C3)sc12)NC1CCCCC1,0.4,0.4,-4,17
O=C(Cc1ccc(F)cc1)NCC(c1ccsc1)N1CCCCCC1 (stereo not given),-0.1,6.9*,-10,-3
COCCNc1ncnc2ccc(Br)cc12,0.3,4.1,22,14
Cc1cccc(/C(N)=N/OC(=O)Cc2cccc3ccccc23)c1,0.1,0.0,-2,8
COc1ccc2c(CNCC(C)c3ccccc3)c(C(=O)O)n(Cc3ccc(F)cc3)c2c1 (stereo not given),0.1,-0.3,9,7
COCCNc1nccn2c(-c3cccc(OC(F)(F)F)c3)cnc12,0.6,-0.4,2,-3
Cc1cccn2c(=O)c3cc(C(=O)N4CCN(C)CC4)n(C)c3nc12,0.0,1.3,5,-3
Nc1nc2cc(Cl)ccc2n1CCCO,0.9,-1.5,-6,18
COc1ccc(-n2ncc(C(=O)N3CCN(Cc4ccccc4)CC3)c2-n2cccc2)cc1,-0.2,-0.2,0,-5
O=C(/C=C/Nc1ccccn1)C(F)(F)F,0.6,-0.5,9,8
Cc1cc(Br)ccc1NC(=O)c1sc2nc(C)n(C)c(=O)c2c1C,0.3,0.3,0,15
COCCn1nnnc1C(c1cc2cc(C)cc(C)c2[nH]c1=O)N1CCN(C)CC1 (stereo not given),0.1,-0.5,6,2
COc1cc(N2CCN(C(=O)Nc3ccc4c(c3)OCCO4)CC2)nc(C)n1,0.1,0.4,-47,-7
Cc1cc(Cl)cc(Cl)c1OCCNCCO,0.0,-1.0,0,-23
CC(=O)Nc1ccc(NC(=O)Nc2sc3nc4n(c(=O)c3c2C)CCC(C)CC4)cc1 (stereo not given),-0.3,-1.0,-12,-9
COc1ccc(S(=O)(=O)N(CC(=O)NC2CCCCC2)c2ccccc2)cc1OC,0.0,2.3,12,8
NC(=S)N1CCN(c2c(F)c(N)c3c(=O)c(C(=O)O)cn(C4CC4)c3c2F)CC1,-0.1,-0.6,6,7
CCC(c1ccccc1)c1nc(-c2cccc([N+](=O)[O-])c2)no1 (stereo not given),0.0,-1.4,-20,-2
CCOC(=O)C1CCCN(C(=O)c2ccc3nc(-c4cccs4)c(-c4cccs4)nc3c2)C1 (stereo not given),1.1,-0.5,-5,11
Nc1c(C(=O)c2ccc(Cl)cc2)sc2nc3c(c(-c4ccco4)c12)CCCCC3,-0.1,-0.3,-7,8
CCn1c(/C=C/c2c[nH]c3ccccc23)nc2ccccc2c1=O,0.2,1.2,-67,11
O=C(CN1CCN(Cc2ccccc2)CC1)c1ccc2c(c1)OCCO2,0.1,2.5,5,35
N#CCCN(NC1=NS(=O)(=O)c2ccccc21)C(=O)c1ccccc1Br,0.1,-0.2,7,17

Next entries:
Molecule,FBW7 act,GPR151 activ,TEAD-YAP block,MITF inh
CCn1cc(C(=O)NC2(c3ccc(OC)cc3)CCCCC2)c(C)n1,-0.1,-0.3,8,-1
CC1CN(CC(=O)NCCSc2nccn2C)Cc2ccccc2O1 (stereo not given),-0.1,2.1,-7,16
Cn1c(=O)c2c(nc(NCc3ccccc3)n2CCO)n(C)c1=O,0.0,-0.7,6,3
NC(=O)c1ccc(-c2nc(Nc3ccc(N4CCOCC4)cc3)c3[nH]cnc3n2)cc1,-0.1,1.0,73*,-2
COc1ccc(-n2cc(-c3ccccc3)c3c(Nc4ccccc4C)ncnc32)cc1,0.0,-0.4,-3,1
CCCCOc1ccc(C(=O)NNC(=O)Nc2ccc(C(=O)OCC)cc2)cc1,0.0,3.6,-5,18
N#Cc1cnc(SCC(=O)N2CCc3ccccc32)nc1N,-0.1,-0.3,-4,13
CCCCSC1=C(C#N)C(c2ccccc2C)C(C(=O)OCC)C(=O)N1 (stereo not given),0.0,1.0,7,14
C/C(=N\N=C1/NC(=O)C(CC(=O)O)S1)c1ccc([N+](=O)[O-])o1 (stereo not given),0.1,-0.5,0,0
COc1ccc(N2C(N)=C(C#N)C(c3cc(Br)cs3)C3=C2CC(C)(C)CC3=O)cc1 (stereo not given),0.0,0.2,22,6
Cc1cc(NC(=O)c2cccc([N+](=O)[O-])c2C(=O)O)ccc1[N+](=O)[O-],0.2,-0.9,1,13
CC(NC(=O)CN1c2cccc3cccc(c23)S1(=O)=O)c1ccccc1 (stereo not given),0.0,0.1,-10,2
Cc1ccc(C(=O)Nc2ccc(-c3noc(-c4ccccc4F)n3)cc2)cc1[N+](=O)[O-],0.6,0.0,4,12
Cc1ccc(-c2cnc(NCC3CC3)c3nccn23)cc1,0.0,-0.3,-46,-2
CC(O)c1nc2ccccc2n1CC(=O)N(c1ccccc1)C(C)C (stereo not given),0.2,-0.5,-1,-2
Cc1sc(NC(=O)c2ccc([N+](=O)[O-])s2)nc1-c1ccccc1,-0.1,1.9,0,1
CCOC(=O)c1sc(NC(=O)CSc2nc(C)cc(C)n2)nc1C,-0.1,0.9,-7,-4
C=CCSc1nnc2c(n1)OC(c1ccc(-c3ccc(Br)cc3)o1)N(C(C)=O)c1ccccc1-2 (stereo not given),1.5,0.3,-5,25
COc1ccc(S(=O)(=O)N(C)CC(=O)O)cc1Cl,0.0,0.6,5,1
COc1cccc(-c2csc(N3CCN(CC(=O)Nc4cccc(C)c4C)CC3)n2)c1,0.0,0.3,-1,5
COc1ccc(C2C(C(=O)OC(C)C)=C(C)NC3=C2C(=O)CCC3)cc1OC (stereo not given),0.0,0.9,-8,2
CCOC(=O)C1=C(NO)C(=O)N(c2ccccc2)C1c1ccccc1 (stereo not given),0.0,-0.5,13,15
CCOC(=O)C1=CN(Cc2ccc(Cl)cc2)C=C(C(=O)OCC)C1c1ccc(OC)cc1OC,-0.1,0.6,-7,-7
COCCNC(=O)c1ccc(S(=O)(=O)c2ccc(OC)cc2)c([N+](=O)[O-])c1,0.3,-0.7,20,-145
CCCCN(CCCC)C(=O)Cc1c(O)c2ccccc2[nH]c1=O,0.1,1.0,10,11
CCN1CCN(C(=O)CNC(=O)c2nn(-c3ccc(OC)cc3)c(=O)c3ccccc23)CC1,0.2,-0.8,-7,-15
COc1ccc(N(C)C(=O)CCCNC(=O)Cn2cnc3sc(C)c(C)c3c2=O)cc1,-0.1,0.4,9,6
COc1ccc(-c2noc(CSc3ccccc3)n2)cc1OC,0.0,-0.5,-46,5
O=C(O)c1ccc(N2CCOCC2)c([N+](=O)[O-])c1,-0.1,2.6,-6,-7
NC1=NC(=O)/C(=C/c2cccc(OCc3ccccc3F)c2)S1,-0.2,2.0,-11,10
Cc1nc2ccccc2c2oc(C(=O)NCCCN3C(C)CCCC3C)cc12 (stereo not given),-0.1,-0.2,-9,-1

Structural class: the entries above containing an aryl thioether with sulfur outside any ring
Molecule,FBW7 act,GPR151 activ,TEAD-YAP block,MITF inh
Cc1ccc(Nc2nnc(SCc3nc4cc(C(=O)O)ccc4c(=O)[nH]3)s2)cc1,0.1,1.1,3,3
Cc1cc(C)c(C(=O)CSc2n[nH]c(=O)n2C2CC2)cc1C,0.1,-0.3,8,6
COc1ccc(C(=O)CSc2nc(-c3ccccc3)cn2-c2ccc(OC)cc2)cc1,-0.1,-0.4,-9,-9
Cc1ccccc1N1CCN(C(=O)CSc2ccc3nnc(C)n3n2)CC1,0.2,-0.5,-15,-2
Clc1ccccc1CSc1ncn[nH]1,0.0,2.4,3,-10
O=C(CSc1ncnc2nc(N3CCc4ccccc4C3)sc12)NC1CCCCC1,0.4,0.4,-4,17
CC1CN(CC(=O)NCCSc2nccn2C)Cc2ccccc2O1 (stereo not given),-0.1,2.1,-7,16
N#Cc1cnc(SCC(=O)N2CCc3ccccc32)nc1N,-0.1,-0.3,-4,13
CCOC(=O)c1sc(NC(=O)CSc2nc(C)cc(C)n2)nc1C,-0.1,0.9,-7,-4
C=CCSc1nnc2c(n1)OC(c1ccc(-c3ccc(Br)cc3)o1)N(C(C)=O)c1ccccc1-2 (stereo not given),1.5,0.3,-5,25
COc1ccc(-c2noc(CSc3ccccc3)n2)cc1OC,0.0,-0.5,-46,5

Screening results deposited in PubChem by The Scripps Research Institute Molecular Screening Center.
